Bioassay records: PubChem, Sanford-Burnham Center for Chemical Genomics
Mac1 fbg enh: enhancers of CD11b/CD18 adhesion to fibrinogen, primary screen, K562 cells, luminescence | ATPlite luminescence | activation, % at 10 µM | 93,000 tested, 0.07% active;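 active = 10 µM primary screen giving 50% or more activity, confirmed by 40% or more on retest at that dose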; note: strong numbers were not always called active; reference of the scale not given here
Target sequence (P05107 whole entry, looked up, other chains not shown): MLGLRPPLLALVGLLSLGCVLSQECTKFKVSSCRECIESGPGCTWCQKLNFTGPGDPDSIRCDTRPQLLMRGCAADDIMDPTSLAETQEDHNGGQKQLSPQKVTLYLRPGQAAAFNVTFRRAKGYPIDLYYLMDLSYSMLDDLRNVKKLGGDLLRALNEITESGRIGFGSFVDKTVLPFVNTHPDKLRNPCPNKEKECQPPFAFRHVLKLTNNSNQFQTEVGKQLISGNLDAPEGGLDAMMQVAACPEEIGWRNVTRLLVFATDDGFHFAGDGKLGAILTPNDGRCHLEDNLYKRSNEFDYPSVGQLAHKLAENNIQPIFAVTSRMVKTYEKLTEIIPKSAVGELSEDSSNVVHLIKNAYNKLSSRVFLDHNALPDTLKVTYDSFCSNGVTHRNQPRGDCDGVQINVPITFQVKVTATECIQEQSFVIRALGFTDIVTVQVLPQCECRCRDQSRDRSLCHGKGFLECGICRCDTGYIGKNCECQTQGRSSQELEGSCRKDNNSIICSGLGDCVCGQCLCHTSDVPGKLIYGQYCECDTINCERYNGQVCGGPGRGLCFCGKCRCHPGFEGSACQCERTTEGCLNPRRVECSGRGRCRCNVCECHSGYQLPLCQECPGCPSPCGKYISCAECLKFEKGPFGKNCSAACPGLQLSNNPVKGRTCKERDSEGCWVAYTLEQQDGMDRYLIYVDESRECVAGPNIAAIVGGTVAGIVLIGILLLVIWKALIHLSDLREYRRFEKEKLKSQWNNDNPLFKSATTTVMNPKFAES
CD11b adhes inh: inhibitors of CD11b/CD18 adhesion to fibrinogen, primary screen, K562 cells, luminescence. Integrin beta-2 (Homo sapiens) + Integrin alpha-M (Homo sapiens), P05107+P11215. ATPlite luminescence; Mn2+ added to activate the integrin. inhibition, % at 10 µM. 93,000 tested, 0.54% active;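 active = primary inhibition of 50% or more at 10 µM, then 40% or more on retest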; note: some results filed as inactive read as strong as hits
Active calls of the source: *.

SMILES	Mac1 fbg enh	CD11b adhes inh
C/C(=N/NC(=O)Cc1cc(=O)[nH][nH]1)c1ccc([N+](=O)[O-])cc1	3.1	20.2
CCOC(=O)C1C(=O)C=C(c2cccs2)CC1c1ccccc1 (stereo not given)	1.6	-7.9
Fc1ccc(N/N=C/C=C/c2ccccc2)c(F)c1	4.2	-2.6
FC(F)(F)c1ccc(Cl)c(NC(=S)NC2CC2)c1	-2.9	38.2
COc1ccc(CC(=O)Nc2cccc(C(=O)Nc3ccccc3C(=O)O)c2)cc1OC	1.6	-0.1
Cc1ccccc1OCCn1c(CCNC(=O)C(C)C)nc2ccccc21	-1.0	17.1
CC(=O)N1CCN(CC(=O)Nc2ccccc2Sc2ccc(Cl)cc2)CC1	-0.3	25.1
Cc1nn(-c2ccccc2)c(C)c1NC(=O)CCl	-0.2	-4.0
CCOC(=O)c1c(NC(=O)CN2C(=O)NC(C)(c3ccc(OC(F)F)cc3)C2=O)sc(C)c1C (stereo not given)	0.5	1.4
COc1cc(/C=c2\sc3nc(=O)c(-c4ccccc4)nn3c2=O)ccc1OCCC(C)C	-0.1	3.2
COc1ccc(Nc2oc(-c3ccco3)nc2S(=O)(=O)c2ccc(F)cc2)cc1	5.0	18.6
CCC(CC)c1nnc(NC(=O)c2cc(-c3ccccc3)nc3ccccc23)s1	-2.7	58.7
O=C(c1cccs1)N1CCN(Cc2cccc([N+](=O)[O-])c2)CC1	-3.0	-4.0
Cn1c2ccccc2c(=O)c2c(=O)n(C3CCCCCC3)c(C3CCCCC3)nc21	-6.2	25.6
O=C(COC(=O)c1ccc(CNS(=O)(=O)c2ccc(F)c(Cl)c2)cc1)NCC1CCCCC1	-2.1	-8.4
CCNc1c(C(=O)O)ccc2c1C(=O)c1ccccc1C2=O	-4.6	-3.9
COc1cccc(CNCCc2c[nH]c3ccccc23)c1OCc1ccccc1	0.9	59.6*
O=[N+]([O-])c1cc(C(F)(F)F)cc([N+](=O)[O-])c1NN=C1CCCCC1	5.0	20.8
Cc1ccc(S(=O)(=O)NCCC(=O)Nc2ccc(Cl)c(Cl)c2)cc1C	0.2	-5.0
COc1ccc(C(=O)/C=C/Nc2ccc(S(=O)(=O)Nc3cccc(C(C)=O)c3)cc2)cc1	18.8	61.8

Random excerpt: 2 entries already listed.
SMILES	Mac1 fbg enh	CD11b adhes inh
Cc1ccc(S(=O)(=O)NCCC(=O)Nc2ccc(Cl)c(Cl)c2)cc1C	0.2	-5.0
COc1ccc(Nc2oc(-c3ccco3)nc2S(=O)(=O)c2ccc(F)cc2)cc1	5.0	18.6

Following part.
SMILES	Mac1 fbg enh	CD11b adhes inh
CCNC(=S)NS(=O)(=O)c1ccc(C)cc1	6.2	-19.8
O=C(O)/C=C\C(=O)N1CCc2ccccc21	5.0	-23.7
Cc1cc(C)cc(N(C(=O)c2cc3ccccc3oc2=O)C2C=CS(=O)(=O)C2)c1 (stereo not given)	-3.3	-13.3
C=CCNC(=O)C(=O)N/N=C/c1ccco1	3.6	-2.5
COc1ccc(Cn2c(-c3ccc(C)cc3)c[n+]3ccccc23)cc1	0.5	33.7
N#Cc1c(-c2ccc(Cl)cc2)c(C#N)c(=O)n(N)c1N	-2.3	32.1
Cc1ccc2nc(/N=C(\N)NC(=O)N3c4ccccc4Sc4ccccc43)nc(C)c2c1	71.6	-8.5
O=C(CN1CCSC1=NCc1ccccc1)c1ccc(Cl)c(Cl)c1	-1.5	-4.0
O=C(O)c1cc(-c2ccc(N3CCOCC3)cc2)nn1-c1ccc(F)cc1	1.1	-5.4
COc1ccc(CNc2ccc(S(N)(=O)=O)cc2)cc1	2.2	-15.4
CCCc1nc2ccccc2c(C(=O)OCC(=O)Nc2c(C)n(C)n(-c3ccccc3)c2=O)c1CC	2.3	5.9
COc1ccc(NC(=O)c2ccc(COCC(F)(F)C(F)F)cc2)cc1	1.3	-1.6
CC(OC(=O)c1ccncc1)C(=O)Nc1cc(S(=O)(=O)N2CCCCC2)ccc1Cl (stereo not given)	2.3	3.9
CCC(=O)OCC(=O)Nc1cc(C)c(C)cc1[N+](=O)[O-]	-1.2	2.6
CCOc1ccc(CN(C)CC(=O)Nc2ccc([N+](=O)[O-])cc2Cl)cc1	6.1	65.5
O=C(N/N=C/c1ccc(-c2ccc([N+](=O)[O-])cc2)o1)C(O)c1ccccc1 (stereo not given)	101.7	-25.2
COc1cc(CNc2ccc(N3CCCC3)cc2)ccc1OCc1ccccc1	0.1	0.4
CC(C)CC(=O)NC(=S)Nc1ccc(Cl)cn1	-1.1	35.5
O=C(COC(=O)c1cc(Cl)nc2ccccc12)c1ccc(Cl)cc1	9.3	9.3
Cc1ccc(NC(=O)c2cccc(N3C(=O)C4C5CCC(C5)C4C3=O)c2)c(C)c1 (stereo not given)	2.8	1.6

4 compounds out of the list, ordered by molecular weight, falling:
SMILES	Mac1 fbg enh	CD11b adhes inh
CCOc1ccc(CN(C)CC(=O)Nc2ccc([N+](=O)[O-])cc2Cl)cc1	6.1	65.5
O=C(O)c1cc(-c2ccc(N3CCOCC3)cc2)nn1-c1ccc(F)cc1	1.1	-5.4
O=C(N/N=C/c1ccc(-c2ccc([N+](=O)[O-])cc2)o1)C(O)c1ccccc1 (stereo not given)	101.7	-25.2
COc1ccc(CNc2ccc(S(N)(=O)=O)cc2)cc1	2.2	-15.4

Structures listed so far that bear a hit mark in CD11b adhes inh.
SMILES	Mac1 fbg enh	CD11b adhes inh
COc1cccc(CNCCc2c[nH]c3ccccc23)c1OCc1ccccc1	0.9	59.6*

Next results follow:
SMILES	Mac1 fbg enh	CD11b adhes inh
CCOC(=O)c1c(-c2ccc(F)cc2)csc1NC(=O)CCN1C(=O)c2ccccc2C1=O	2.5	-5.7
CCOC(=O)c1c(NC(=O)c2cc3n(n2)C(C(F)(F)F)CC(c2ccccc2)N3)sc(C)c1C (stereo not given)	75.6	-0.3
CN1CC(c2ccc(Cl)c(Cl)c2)[C@@]2(COc3ccccc3C2=O)[C@@]12C(=O)Nc1ccccc12 (stereo not given in full)	4.5	-11.1
COc1cccc(Nc2ccc(Nc3cccc(OC)c3)nn2)c1	0.8	-6.7
COc1ccc(CN(CCC(c2ccccc2)c2ccco2)C(=O)c2ccco2)cc1 (stereo not given)	10.7	19.7
CCN1C(=O)C(F)(CC)C(=O)c2ccccc21 (stereo not given)	-3.2	-27.1
CCCCCOc1ccc(NC(=O)C2OC3OC(C)(C)OC3C3OC(C)(C)OC23)cc1 (stereo not given)	-5.0	-13.6
C/C(=N\NC(=O)C1CC1)c1ccc(Cl)cc1	2.4	12.4
O=C(CC1C(=O)NCCN1C(=S)Nc1ccccc1)Nc1ccc(F)cc1 (stereo not given)	3.3	-4.0
NS(=O)(=O)c1ccc(CCNC(=O)CSc2nc3ccsc3c(=O)n2CC(=O)O)cc1	-0.2	-8.2
Cc1ccc(-n2nc(CC#N)c(C#N)c2N)cc1	-2.7	-21.0
O=C(COc1ccccc1)Nc1ccc2c(c1)Cc1cc(NC(=O)COc3ccccc3)ccc1-2	42.9	-1.5
N#C/C(=C(/O)COC(=O)COc1ccc(Cl)cc1)c1nc2ccccc2[nH]1	44.3	1.5
COc1ccc(-c2cnn3c4c(c(C)nc23)CCN4C2CCCC2)cc1OC	12.9	-4.9
N#Cc1ccsc1NC(=O)CN1CCN(c2ccccc2)CC1	2.1	-1.1
C=CCn1cc(/C=N/NC(=O)COc2cccc3cccnc23)c2ccccc21	7.2	39.1
CCOC(=O)c1c(-c2ccc(C)cc2)csc1NC(=O)CCN1CCOCC1	1.4	-7.0
COc1ccc(C(=O)Nc2ccc(Oc3nc(C)nc4sc(-c5ccccc5)cc34)cc2)cc1OC	39.3	17.3
COc1ccc(NC(=S)NN2C(C)CCCC2C)cc1 (stereo not given)	-2.2	5.1
COc1cc(/C=N/NC(=O)C2(O)c3ccccc3-c3ccccc32)ccc1O	0.5	-2.6
O=C(NC(=S)N1CCN(Cc2ccc3c(c2)OCO3)CC1)c1ccc(Cl)cc1	0.5	9.4
CC1CCN(C(=S)c2ccc([N+](=O)[O-])cc2)CC1	3.1	-2.9
N#Cc1ccccc1NC(=O)c1ccc2c(Cl)c3c(nc2c1)CCCC3	-1.9	41.4
CC(C)Cn1c(/C=C/c2ccccc2)nc2ccccc21	0.4	26.7
Cc1cccc(NC(=O)c2ccc(C3SCC(=O)N3CCc3ccccc3)cc2)c1 (stereo not given)	-3.0	57.1
CCCCNC(=S)N/N=C/c1ccccc1F	0.6	-1.0
COc1ccc(CCN2C(=O)c3cccc4c(C(=O)N5CCCCC5)ccc(c34)C2=O)cc1OC	-2.6	4.0
COC(=O)c1ccc(N2CCN(S(=O)(=O)c3ccccc3)CC2)c([N+](=O)[O-])c1	7.5	5.9
COc1cc(NC(=S)N2CCN(C/C=C/c3ccccc3)CC2)cc(OC)c1	2.9	-5.5
COCCn1c(=NC(=O)c2ccccc2[N+](=O)[O-])sc2cc(S(C)(=O)=O)ccc21	2.0	25.4
Cc1c(C(=O)NN)nc2ccccn12	3.2	-4.8
COc1ccccc1NC(=S)NCCSc1ccc(Cl)cc1	-2.0	17.2
COc1ccccc1NC(=O)CN1C(=O)C(C)SC(C)C1=O (stereo not given)	-2.5	-28.1
COc1ccc(S(=O)(=O)Nc2nc3ccccc3nc2NCc2ccc3c(c2)OCO3)cc1	0.3	11.7
Cc1cccc(N=C/C(C(=O)C(F)(F)F)=C(\O)c2ccco2)c1	-2.8	12.8
C/C(CC1CC(C)(C)OC1=O)=N/Nc1nc(-c2ccccc2)cs1 (stereo not given)	-0.2	-5.5
c1ccc(COc2ccc(OCCCCN3CCCC3)cc2)cc1	4.9	0.2
Cc1ccc(-c2csc(NC(=O)CSc3nc4ccccc4[nH]3)n2)cc1	3.3	-9.1
O=C1c2cccc(OCC(=O)N3N=C(c4cccs4)CC3c3ccc(F)cc3)c2CCN1Cc1ccccc1 (stereo not given)	-5.1	-12.1
COc1ccc2c(c1OC)C(=O)N1N=C(c3ccc(Br)cc3)CC21 (stereo not given)	-2.1	13.7
COc1ccc(NS(=O)(=O)c2ccc(C)c(NC(=O)NC3CCCCC3)c2)cc1	-0.1	21.0
Cc1ccc(C(=O)N[C@H](C(=O)Nc2cc(Cl)cc(Cl)c2)C(C)C)cc1	-3.0	1.9
CCCCn1c(N)c(NCC(C)C)c(=O)[nH]c1=O	-1.4	8.8
CCc1ccc(-n2cc(-c3ccc([N+](=O)[O-])cc3)[nH]c2=S)cc1	26.1	18.7
Cc1ccc(-n2c(O)c(/C=C3/C(c4ccccc4)=Nc4ccccc43)c(=O)[nH]c2=O)cc1	-1.5	2.0
Fc1ccc(-c2n[nH]c(=S)n2/N=C/c2c[nH]c3ccccc23)cc1	1.4	-34.2
O=[N+]([O-])c1cccc(/C([O-])=C(/C(=S)Nc2cccc3ccccc23)[n+]2ccccc2)c1	90.0	3.8
O=[N+]([O-])c1cccc2ccc(/C=C/c3ccc(Cl)cc3)nc12	-3.6	13.2
Cc1ccc(SC(C)C(=O)NCCC2=CCCCC2)cc1 (stereo not given)	8.1	3.7
COc1ccc(NC(=O)c2ccc(CNc3c(NC4CCCCC4)c(=O)c3=O)cc2)c(OC)c1	24.6	-10.4
C=CCNC(=S)NNc1nc2c(c(=O)[nH]1)C1(CCCCC1)Cc1ccccc1-2	-6.8	100.8
COC(=O)C1=NNC2(c3ccc(Cl)cc3)C(=O)N(c3ccc(Cl)cc3)C(=O)C12 (stereo not given)	0.1	-5.1
Nc1c(-c2ccccc2)c(CN2CCOCC2)nn1-c1ccc(F)cc1	1.3	-4.0
COc1cccc(/C=N/NC(=O)Cn2nc(C)c([N+](=O)[O-])c2C)c1O	-0.5	-5.1
CCOc1ccccc1N1CCN(C(=O)CCCN2C(=O)c3cccc4cccc(c34)C2=O)CC1	5.5	28.0
Cc1cc(C(=O)CN2CCC(C)CC2)c(C)n1-c1ccccc1F	3.7	-3.6
CC(Sc1nc(-c2ccccc2)cs1)C(=O)Nc1ccc(Cl)cn1 (stereo not given)	4.0	21.0
COc1cc2c(cc1NC(=O)/C=C/c1cc(OC)c(OC)c(OC)c1)oc1ccccc12	44.8	11.4
CC1CCCCC12NC(=O)N(CC(=O)NC1CCCc3ccccc31)C2=O (stereo not given)	0.2	-1.7
CC(C)OC(=O)/C(C#N)=C/c1c[nH]c2ccccc12	4.4	-23.1

A different layout for 5 compounds above.
mol,Mac1 fbg enh,CD11b adhes inh
COc1ccc(NC(=O)c2ccc(CNc3c(NC4CCCCC4)c(=O)c3=O)cc2)c(OC)c1,24.6,-10.4
COc1cc2c(cc1NC(=O)/C=C/c1cc(OC)c(OC)c(OC)c1)oc1ccccc12,44.8,11.4
CC1CCCCC12NC(=O)N(CC(=O)NC1CCCc3ccccc31)C2=O (stereo not given),0.2,-1.7
C=CCNC(=S)NNc1nc2c(c(=O)[nH]1)C1(CCCCC1)Cc1ccccc1-2,-6.8,100.8
CCOc1ccccc1N1CCN(C(=O)CCCN2C(=O)c3cccc4cccc(c34)C2=O)CC1,5.5,28.0

(listing goes on)
SMILES	Mac1 fbg enh	CD11b adhes inh
COc1ccc(CCNC(=O)CCCCCNc2nc(=S)[nH]c3ccccc23)cc1OC	1.9	-12.0
CCCc1nc2ccccc2c(C(=O)OCC(=O)N2CCc3ccccc32)c1CC	-1.5	16.3
C/C(=N/OCO/N=C(\C)c1ccc(F)cc1F)c1ccc(F)cc1F	12.9	1.3
COc1ccccc1C(CC(=O)Nc1ccccc1C)c1ccc(OC(C)C)cc1 (stereo not given)	3.2	8.4
CCOC(=O)c1c(N2C(=O)C3C4C=CC(C4)C3C2=O)sc2c1CCC(C)C2 (stereo not given)	-4.7	-0.2
Cc1cc2oc(=O)cc(CN3CCN(S(=O)(=O)c4cccs4)CC3)c2cc1C(C)C	-0.5	22.2
CCCCNC(=O)COC(=O)c1cc(Br)ccc1Cl	-4.3	-1.2

This is a subset; the hit share may differ from the screen's.
